NPC1 promoter act: activators of NPC1 promoter; Huh7 NPC1 promoter luciferase reporter, 24 h; Potency, µM (series often up to 9.22 µM), inactives show at the top dose activation, hits mostly activators; 320,000 tested, 2.4% active; AID 485313;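 further: % of control where 0% means no effect; nearly all actives have a fitted effect of over 60% in size; reporter is driven by a mutant NPC1 promoter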
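Cells: Huh7 expressing luciferase under the NPC1 promoter, 1500/well. Seeded 2 h, compound added, incubated 24 h at 37 °C. Luciferase reagent, 10 min ambient, then luminescence.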
uPA surface inh: cell surface uPA generation inhibition; 330,000 tested, 0.31% active; cell surface uPA generation assay, qHTS; Potency, µM (series often up to 38.3 µM), inactives show top-dose activity change, negative = inhibition, hits mostly inhibitors; active means well fitted inhibition curve with a large enough effect; inconclusive means small, poorly fitted or top-dose-only effect; inactive means no such curve, though single readings can be large or run the other way; tested in mouse RAW 264.7 cells; further: on the % scale 0 is the no-effect control and ±100 the full control effect; nearly all actives have a fitted effect of over 55% in size
FLuc counter: counter-screen for miR-21 project: firefly luciferase inhibitors or activators | 360,000 tested, 6.9% active | purified FLuc, Km substrates, luminescence inhibition | AID 588342 | P08659 | Potency, µM (doses to about 57.5 µM), without a hit: top-dose activity change, negative = inhibition, actives largely listed as inhibitors;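 further: plate controls were vehicle for no effect and reference inhibitor for full effect; nearly all actives have a fitted effect of over 55% in size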
Target sequence (P08659 whole entry, looked up): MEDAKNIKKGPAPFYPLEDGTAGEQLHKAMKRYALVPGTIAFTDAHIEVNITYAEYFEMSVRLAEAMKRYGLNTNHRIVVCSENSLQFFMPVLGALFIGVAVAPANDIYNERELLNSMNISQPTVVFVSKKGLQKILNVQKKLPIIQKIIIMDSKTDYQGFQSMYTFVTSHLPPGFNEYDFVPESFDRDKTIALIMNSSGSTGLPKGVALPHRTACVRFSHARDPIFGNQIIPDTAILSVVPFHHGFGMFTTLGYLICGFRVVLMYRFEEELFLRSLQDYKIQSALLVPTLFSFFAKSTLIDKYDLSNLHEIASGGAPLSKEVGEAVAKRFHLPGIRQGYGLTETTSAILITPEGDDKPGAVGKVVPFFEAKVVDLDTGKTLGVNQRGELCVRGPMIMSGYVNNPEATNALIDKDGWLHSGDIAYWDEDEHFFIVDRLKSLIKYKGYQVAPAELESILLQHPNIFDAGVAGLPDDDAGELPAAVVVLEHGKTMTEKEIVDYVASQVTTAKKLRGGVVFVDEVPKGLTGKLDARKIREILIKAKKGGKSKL
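Purified P. pyralis luciferase (10nM final) with 10uM D-luciferin and 10uM ATP (Km levels) in 50mM Tris acetate pH 7.5, 10mM Mg acetate, 0.01% Tween-20, 0.05% BSA; qHTS 6-point titration, ~60 µM downward; luminescence read.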
BRCA1 expr act: BRCA1 expression activation. MCF7-BRCA1-FFLuc reporter, luminescence, 48 h; response scale: scaled: vehicle 0%, 10 µM genistein 100%. Potency, µM (highest dose often 46.1 µM), for inactives: at the top dose activation, actives largely listed as activators. 380,000 tested, 1.1% active; further: nearly all actives have a fitted effect of over 80% in size; some results filed as inactive show a strong effect at the top dose
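Luminescence from a BRCA1-driven firefly luciferase in MCF7 cells was read after 48 h compound exposure at 37 C. Data normalized against DMSO and a 10microM genistein activation control, then curve-fitted across the titration.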
Gal4-VP16 FLuc: inhibits Gal4-VP16 luciferase reporter, ROR gamma counter-screen. Drosophila S2 Gal4-VP16 UAS-luciferase, luminescence, 20 h. Potency, µM (doses to about 53.6 µM), for inactives: at the highest dose activity, negative = inhibition, most hits filed as inhibitors. 310,000 tested, 3.5% active. AID 2546;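 further: Gal4-VP16 expression switched on by copper sulfate through the metallothionein promoter; on the % scale 0 is the no-effect control and ±100 the full control effect; nearly all actives have a fitted effect of over 50% in size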
p53 reactivator: re-activators of mutant p53. H1299 p53-A138V BP100-luciferase reporter, luminescence, 24 h. Potency, µM (top dose mostly 92.2 µM), for inactives: at the highest dose activity change, positive = activation, actives largely listed as activators. 320,000 tested, 0.063% active. AID 504706; further: % of control where 0% means no effect; nearly all actives have a fitted effect of over 45% in size
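H1299 (p53-null), stable ts p53-A138V + BP100-Luc; 1000 cells/well, Opti-MEM/10% FBS; cpd 4 pt, 1:5; 24 h, 37 deg C, 5% CO2; detection reagent 10 min RT; luminescence.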
RORg inh: inhibitors of mouse ROR gamma transcriptional activity; P51450; Drosophila S2 Gal4-RORgamma UAS-luciferase reporter, 20 h; Potency, µM (titrated, usually from 53.6 µM), for inactives: at the top dose activity change, negative = inhibition, usual class: inhibitors; 310,000 tested, 5.4% active; further: on the % scale 0 is the no-effect control and ±100 the full control effect; nearly all actives have a fitted effect of over 60% in size
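Using a luciferase readout, inhibitors were identified by reduced reporter activity in Drosophila cells coexpressing a copper-inducible Gal4–ROR gamma fusion and UAS-driven Photinus luciferase, incubated 20 hr after 700 uM copper sulfate.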
ELG1 genotox: genotoxicity induction in ELG1-luciferase HEK293T cells | 330,000 tested, 1.3% active | Potency, µM (highest dose often 46 µM), without a hit: top-dose activity change, positive = activation, usual class: activators | HEK293T ELG1-luciferase reporter, luminescence, 16 h; further: % of control where 0% means no effect; nearly all actives have a fitted effect of over 60% in size
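After overnight (16 hr) compound treatment at 37 °C, ELG1-luciferase HEK293T cells were lysed with ONE-Glo; luminescence quantified 30 min later at room temperature.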
Rab9 prom act: activates the Rab9 promoter. Huh7 Rab9 promoter-luciferase reporter, luminescence, 24 h. Potency, µM (top dose mostly 9.22 µM), for inactives: top-dose activation, negative = inhibition, hits mostly activators. 320,000 tested, 2.8% active; further: % of control where 0% means no effect; nearly all actives have a fitted effect of over 60% in size
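Steps: seed 1500 Huh7 Rab9-luc cells per well, rest 2 h at 37 °C; add compound in DMSO; incubate 24 h; add luciferase reagent, 10 min ambient; read luminescence.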
MBNL1-CUG inh: inhibitors of human MBNL1 binding to CUG repeat RNA; Potency, µM (doses to about 57.5 µM), for inactives: at the top dose activity change, negative = inhibition, actives largely listed as inhibitors; AID 2675; Q9NR56; 280,000 tested, 0.036% active; TR-FRET MBNL1-His/biotin-(CUG)12 binding, 665/545 ratio; active means well fitted inhibition curve with a large enough effect in the signal ratio, with a control signal flat, not every such curve was filed as active; inconclusive means small, poorly fitted or top-dose-only effect, or effect the other way, or a change in a side signal; inactive means no such curve, though single readings can be large or run the other way; the % refers to the signal ratio; further: on the % scale 0 is the no-effect control and ±100 the full control effect
Target sequence (Q9NR56 whole entry, looked up): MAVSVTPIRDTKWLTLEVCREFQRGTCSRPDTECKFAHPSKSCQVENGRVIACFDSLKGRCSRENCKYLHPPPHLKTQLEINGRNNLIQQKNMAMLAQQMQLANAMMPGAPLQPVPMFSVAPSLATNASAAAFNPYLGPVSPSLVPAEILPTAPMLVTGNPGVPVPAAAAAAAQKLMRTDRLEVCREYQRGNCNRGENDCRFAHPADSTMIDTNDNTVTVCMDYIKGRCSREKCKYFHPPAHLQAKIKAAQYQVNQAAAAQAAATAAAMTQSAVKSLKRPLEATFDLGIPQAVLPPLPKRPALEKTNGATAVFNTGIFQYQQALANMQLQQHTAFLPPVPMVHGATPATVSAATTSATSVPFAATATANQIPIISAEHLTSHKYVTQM
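His-tagged MBNL1 binding to biotinylated (CUG)12 RNA was measured by TR-FRET using terbium anti-His antibody (0.055 ng/ul final) and streptavidin-XL665 (5 nM final). Compounds were titrated 92 nM to 58 uM; 60 min at room temperature.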
The depositor's hits bear a star; ? = inconclusive; nt = no result given; [ ] = dose if it differs, or a comment. Unless noted, the call rests on the fitted dose curve; in most records, active means well fitted curve in the direction sought with a large enough effect; inconclusive means small, poorly fitted or top-dose-only effect, or another doubt; inactive means no such curve, though single readings can be large; an effect the other way counts as inactive or inconclusive. Potency means the concentration at half of the fitted maximal effect.

Sequence of screens: FLuc counter, p53 reactivator, ELG1 genotox, RORg inh, Gal4-VP16 FLuc, BRCA1 expr act, MBNL1-CUG inh, NPC1 promoter act, uPA surface inh, Rab9 prom act
1) COc1ccc2[nH]c(C)c(CCNC(=S)Nc3cc(C)ccc3C)c2c1
→ 3%, 2%, -1%, 5µM*, ?, -6%, -17%, -4%, 4%, -5%
2) O=C(c1cc(-c2cccc(Cl)c2)on1)N1CCCC1
→ 13µM*, ?, 18µM*, 19%, 7%, 47%, -5%, 4µM*, 1%, 2.8µM*
3) O=C1CC(=C(c2ccccc2)c2ccccc2)C(=O)N1CCCCN1CCN(c2cccc(Cl)c2)CC1
→ 3%, -5%, 1%, 19%, 0%, -55%, -1%, 5%, -6%, -2%
4) O=C(COc1ccccc1)Nc1ccc(S(=O)(=O)Nc2ncccn2)cc1
→ 1%, 3%, 0%, 16%, 3%, -6%, -5%, 0%, -2%, 1%
5) CCCCc1ccc(S(=O)(=O)NCCc2ccncc2)cc1
→ -1%, 1%, 5%, ?, ?, -33%, -3%, -4%, -7%, -10%
6) C=CCNC(=O)c1cc2c(=O)n3ccccc3nc2s1
→ 17µM*, 11%, ?, -31%, -9%, 50%, ?, 2.5µM*, ?, 1.8µM*
7) Cc1[nH]n(-c2ccccc2)c(=O)c1/C=N/NC(=O)c1cccc(F)c1
→ 9.5µM*, ?, ?, 0.56µM*, 1.3µM*, -49%, 18%, -32%[inhibitor], ?, -39%[inhibitor]
8) COc1cccc(CNC(=O)CN(C)S(=O)(=O)c2cnc[nH]2)c1
→ 2%, 8%, 3%, -1%, 1%, 12%, -2%, -2%, -7%, -9%
9) O=C(O)c1c2c(nc3ccc(Cl)cc13)CCC2
→ ?, 1%, 1%, -23%, 12%, -4%, 4%, 0%, 1%, 2%
10) NC(=O)c1ccc(OCC(F)(F)F)nc1
→ -2%, -4%, -2%, 28%, -1%, 2%, 0%, -3%, 2%, 12%
11) CCNC(=S)Nc1c(C)n(C)n(-c2ccccc2)c1=O
→ 0%, -1%, 2%, -9%, -7%, -4%, -1%, -1%, -31%, 0%
12) C/C(=N\NC(=O)CNc1cccc(C)c1)c1ccc(Br)s1
→ 4%, -3%, -7%, -10%[10 µM], -9%, -42%, nt, -3%, 12%, -1%
13) CN(C)/C=C/C(=O)C(F)(F)F
→ 0%, 0%, 5%, 44%, 2%, -4%, nt, 4%, -3%, -3%
14) Cn1cnnc1SCC(=O)N1CCN(C(=O)c2ccco2)CC1
→ 1%, -3%, -4%, -4%, 3%, -11%, -4%, -5%, 0%, -2%
15) CCN(CC)CCN(C(=O)c1ccc([N+](=O)[O-])cc1)c1nc2c(OC)cccc2s1
→ 3%, 4%, -12%, -21%, -15%, 6%, ?, -3%, 4%, -3%
16) CC(C)CN(C)Cc1c(C(=O)N2CCc3ccccc3C2)nc2ccc(Cl)cn12
→ -5%, -1%, -7%, -5%, 6%, -24%, 8%, -2%, 17%, 0%
17) c1cc2c(cc1NC1CCCCCC1)OCO2
→ ?, nt, 4%, nt, nt, 0%, 1%, -3%, 3%, 10%
18) CCN(C[C@H]1N[C@@](C)(C(=O)OC)[C@H]2C(=O)N(C)C(=O)[C@@H]12)S(=O)(=O)c1ccc(-c2ccccc2)cc1
→ nt, -3%, -3%, nt, nt, 0%, nt, nt, -12%, nt
19) O=C(COc1ccc(/C=N/NC(=O)c2ccc(O)cc2)cc1)Nc1cccc([N+](=O)[O-])c1
→ -12%, -1%, -3%, ?, ?, -11%, -3%, 3%, -2%, -5%
20) COCCN=C1Sc2nc3ccc(C)cc3cc2CN1Cc1ccco1
→ 11µM*, 11%, 12%, 0%, 23%, 53%, 32%[activator], 16%, 1%, 22%
21) Cc1c(Cl)cccc1NC(=O)CNC(=O)C1CC(=O)N(CCc2ccccc2)C1 (stereo unspecified)
→ -1%, 2%, 1%, nt, nt, -23%, nt, -2%, -4%, 0%
22) CCC1C(=O)CC(c2ccc([N+](=O)[O-])cc2)NC1c1ccc([N+](=O)[O-])cc1 (stereo unspecified)
→ -1%, 5%, -8%, ?, -3%, -21%, ?, -9%, 6%, -11%
23) CC(=O)NCCc1ccc(S(=O)(=O)N(C)C2CCS(=O)(=O)C2)cc1 (stereo unspecified)
→ 1%, -2%, 2%, 5%, -3%, -23%, -4%, 0%, 3%, -4%
24) COC(=O)CCN(Cc1ccccc1)S(=O)(=O)c1ccccc1Br
→ nt, -12%, 7%, nt, nt, 0%, nt, nt, ?, nt
25) CC1=NN(C(=O)COc2cc(C)ccc2C(C)C)C(O)(c2ccccc2)C1 (stereo unspecified)
→ 3%, 1%, -6%, 11µM*, 18µM*, -33%, -1%, -1%, 0%, -3%
26) CC(C)C(=O)N1CCN(c2ccc(NC(=O)COc3ccccc3[N+](=O)[O-])cc2)CC1
→ 4%, -6%, -26%, 28%, -2%, -64%, ?, -2%, -14%, -31%[inhibitor]
27) COc1ccc(N=Cc2c(O)[nH]c3ccccc23)cc1
→ 2.7µM*, 16%, ?, 7%, -3%, ?, ?, 1.6µM*, -9%, 1.6µM*
28) COCc1ccc(C(=O)N2CCN(CC(=O)N3CCCC3)CC2)cc1
→ -2%, 0%, 3%, nt, nt, 14%, nt, -1%, -2%, -7%
29) Cc1ccc(S(=O)(=O)/N=C(\CN2CCOCC2)N2CCCC2)cc1
→ 4%, -1%, 0%, -3%, -2%, 30%, 4%, 0%, 6%, 4%
30) C/C(=N\NC(=O)c1nn(C)cc1Br)c1cccc(NC(=O)c2ccncc2)c1
→ 12µM*, 15%, 1%, 18%, 3%, 67%, 18%, 8%, -4%, 18%
31) CCOc1ccccc1OCCCC(=O)NC1CCCc2ccccc21 (stereo unspecified)
→ -2%, -9%, 0%, 15%, 0%, -15%, -17%, 1%, 1%, 3%
32) Cc1ccc(-c2noc(-c3ccccc3Br)n2)cc1
→ 0.67µM*, ?, ?, ?, ?, 40%, -3%, 0.79µM*, -6%, 2.8µM*
33) COc1cc(CNCCO)cc(Br)c1OCc1ccccc1
→ 2%, -4%, -3%, -44%, 11%, -9%, 10%, -1%, -4%, -7%
34) O=C(CCc1nc2ccccc2s1)c1ccccc1
→ 15µM*, ?, 13%, 35%, 27%, 84%, nt, 28%, 12%, ?
35) COc1cccc2cc(C(=O)c3ccccc3)oc12
→ 9.5µM*, 20%, ?, 3%, ?, 45%, ?, ?, 0%, 3.5µM*
36) CCC(C)C(NC(=O)C1CCC(C)CC1)C(=O)NC(C(=O)OC)C(C)C (stereo unspecified)
→ 2%, -11%, 1%, -6%, -4%, -4%, -3%, -3%, -3%, 0%
37) CCCn1c(N2CCN(C)CC2)nc2c1c(=O)[nH]c(=O)n2C
→ 5%, -8%, 4%, ?, -5%, -15%, ?, -1%, -8%, -1%
38) Cc1cc(C=C2C(=O)c3ccccc3C2=O)c(C)n1-c1ccc(Cl)cc1
→ 0.67µM*, 17%, 4.6µM*, -2%, ?, -9%, ?, 8%, 3%, 3%
39) S=C(Nc1ccc2c(c1)OCO2)N1CCN(Cc2ccco2)CC1
→ 1.3µM*, 0%, 15%, 11µM*, 11µM*, 3.5µM*, 1%, ?, 4.5µM*, ?
40) Cc1ccccc1NC(=O)CSc1nnc(C2CC2)n1CC1CCCO1 (stereo unspecified)
→ 1%, 3%, -3%, 1%, -8%, -14%, 0%, 0%, 2%, -1%
41) C=CCN(c1ccc(F)cc1)S(=O)(=O)c1cc(C(=O)NC2CCC(O)CC2)ccc1Cl (stereo unspecified)
→ 4%, 0%, 0%, nt, nt, 0%, nt, -3%, -11%, -5%
42) CC(=O)c1ccc(NC(=O)CN2C(=O)CCC2=O)cc1
→ 0%, 1%, 4%, 3%, 1%, 14%, -5%, -2%, nt, 1%
43) COc1ccc(CNC(=O)C/C(C)=N/NC(=O)C(c2ccccc2)c2ccccc2)cc1
→ 1%, -8%, 3%, -25%, -14%, 0%, -8%, 0%, 6%, -2%
44) Cc1cccc(NC(=O)CSc2nc3nc4c(cc3c(=O)n2-c2ccccc2)CCCC4)c1
→ -2%, -30%[inhibitor], -3%, -24%, -4%, -40%, 101%[activator], 1%, 7%, 2%
45) O=C(c1ccncc1)N1N=C2CCCCCC2C1(O)C(F)(F)F (stereo unspecified)
→ -6%, 2%, 0%, 36%, -9%, 1%, 2%, 0%, 13%, -2%
46) COc1ccc(NC(=O)C2CCC(=O)N2C(=O)OCc2ccccc2)cc1 (stereo unspecified)
→ 1%, 2%, 3%, -12%, -4%, 15%, -12%, -1%, 1%, 2%
47) COc1ccc(/C=N\NC(=O)C2CCCC2)cc1Br
→ 5%, -8%, 1%, -17%, -6%, 78%, 0%, -3%, -1%, -1%
48) O=C(Cc1c[nH]c2ccccc12)NCc1ccco1
→ 1%, 4%, 4%, -9%, -20%, -1%, -4%, -8%, 7%, -4%
49) CC(=O)Nc1nnc(SCC(=O)NC2CCCC2)s1
→ 2%, 2%, -10%, -7%, -16%, -2%, -2%, -5%, 4%, 0%

Source: PubChem BioAssay (National Center for Advancing Translational Sciences (NCATS))
